Peg3 imprint = inducers of genomic imprint erasure in mouse ES cells; mouse ES Peg3-LacZ reporter, beta-gal luminescence, 40 h; Potency, µM (top dose mostly 60.7 µM), for the others: at the top dose activity change, positive = activation, hits mostly activators; hit rate 0.02% among 110,000; AID 1948;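 further: 0% = negative control wells on the plate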
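Gelatin-coated wells received 300 freshly trypsinized female ES cells with a Peg3LacZ-Neo reporter on the maternal allele, then incubated 40 hours at 37C. BetaGlo was added for 5 minutes at room temperature before a single luminescence read.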
IkB signaling = inhibitors of IkB signaling in ABC-DLBCL cells; ABC-DLBCL IkBa-CBG/CBR dual luciferase ratio, 4 h; response scale: scaled: untreated 0%, proteasome inhibitor 100%; hit rate 0.04% among 110,000; Potency, µM (top dose mostly 57.1 µM), inactives show at the highest dose IkBa stabilization activation; AID 445; active means well fitted curve in the direction sought with a large enough effect in the signal ratio, not every such curve was filed as active; inconclusive means small, poorly fitted or top-dose-only effect, or a change in a side signal; the % refers to the signal ratio;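 further: the direction sought is a rising ratio; 0% = basal untreated cells and 100% = reference inhibitor full response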
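Curves were fitted separately to fusion (green), unfused (red) and ratio luminescence, then classed by r2, magnitude and activity. Cells: OCI-Ly3, 4 h compound plus doxycycline at 37C; 10 uM MG-132 defined full response.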
p53ts 39C tox = p53ts cell cytotoxicity, nonpermissive temperature | H1299-p53A138V viability at 39C, ATP luminescence, 24 h | Potency, µM (highest dose often 46.1 µM), for the others: at the top dose activity change, negative = cell killing, usual class: cytotoxic | hit rate 1.5% among 130,000; further: nearly all actives have a fitted effect of over 55% in size
p53ts 32C tox = p53ts cell cytotoxicity, permissive temperature | AID 924 | hit rate 0.93% among 130,000 | H1299-p53A138V at 32C, ATP luminescence viability, 24 h | Potency, µM (series often up to 46.1 µM), for inactives: at the highest dose activity change, negative = cytotoxicity, actives largely listed as cytotoxic;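 further: 0% = DMSO and -100% = full killing by reference compound; nearly all actives have a fitted effect of over 55% in size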
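H1299-p53 A138V cells (temperature-sensitive p53) exposed 24 h to up to 46 uM compound at 32C, where p53 is wild-type in conformation. Viability read as ATP luminescence and normalised to DMSO and 100 uM tamoxifen. AC50 fitted with the Hill equation.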
* hit, by the source's call; u = inconclusive; x = not tested or not shown; [ ] = remark or other dose. Unless noted, the call rests on the fitted dose curve; in most records, active means well fitted curve in the direction sought with a large enough effect; inconclusive means small, poorly fitted or top-dose-only effect, or another doubt; inactive means no such curve, though single readings can be large; an effect the other way counts as inactive or inconclusive. Unless noted, on the % scale 0 is the no-effect control and ±100 the full control effect; potency means the concentration at half of the fitted maximal effect.

SMILES	Peg3 imprint	IkB signaling	p53ts 39C tox	p53ts 32C tox
COc1ccc(Oc2coc3c(CN(C)C)c(O)ccc3c2=O)cc1	-11%	0.1%	4%	-6%
Cc1cc(F)ccc1NC(=O)CCS(=O)(=O)c1ccc2c(c1)CC(C)N2C(=O)C1CC1 (stereo unspecified)	-10%[10.9 µM]	0.4%	-10%	4%
Cn1nnc(NC(=O)COc2ccc(C3CCCCC3)cc2)n1	-11%	u	-9%	-8%
COc1c(C)cccc1C(=O)Nc1cc(Cl)ccc1N1CCOCC1	-19%	-2.0%	-10%	12%
Cc1csc2nc(COC(=O)c3ccccc3NC(=O)c3ccc(F)cc3)cc(=O)n12	-13%[10.9 µM]	u	-7%	6%
CC(C)(C)CC(C)(C)c1ccc(OCCO)cc1	-14%	2.8%	4%	0%[1.84 µM]
CCCCC1(COC(=O)CCC(=O)O)C(=O)N(c2ccccc2)N(c2ccccc2)C1=O	-5%	-1.0%[25.6 µM]	-2%	5%
O=C(Nc1ccc(OC(=O)c2cccnc2)cc1)c1cccnc1	-1%	-2.3%	-19%	-1%
Cc1ccc(Cl)cc1-n1c(=O)cc(N2CCN(c3ccccc3)CC2)[nH]c1=O	5%[10.9 µM]	u	-23%	0%
CCCc1cc(C(=O)Nc2ccc(C)cc2)no1	-9%	9.3%	-5%	-12%
Cc1ccc(CNC(=O)c2cccc(Nc3nc4ccccc4n4nnnc34)c2)cc1	-4%[10.9 µM]	u	6.3µM*	u
CC1(C)CC(=O)C(/C=N/c2ccccn2)=C(O)C1	x	x	-1%	3%
Cc1cc(C)c2c(=O)[nH]c(SCC(=O)NCCc3ccccc3)nc2n1	x	x	-7%	7%
COc1ccc(CCN(C)C(=O)N2CCOCC2)cc1OC	4%	-3.1%	-6%	-7%
Clc1ccccc1-c1nc(N2CCNCC2)c2ccccc2n1	-26%	2.3%[11.4 µM]	-8%	3%
COc1ccc(CNc2ccnc(-c3ccccc3C(F)(F)F)n2)c(OC)c1	-20%	2.6%[11.4 µM]	6%	8%
CCn1nnc(-c2ccccc2NC(=O)C(F)(F)F)n1	-9%	-2.6%	-5%	0%
COc1ccc(C(C)=O)cc1COC(=O)c1ccc(S(=O)(=O)N2CCOCC2)cc1	11%	2.0%	0%	-5%
Cc1ccccc1NC(=O)c1ccc2c(c1)c(C)c(C)n2Cc1ccccc1	-11%[10.9 µM]	2.4%	-16%	0%
Cn1c(=O)c2cc(C(=O)NC3CCCCCC3)sc2c2ccccc21	-10%[10.9 µM]	0.7%	7.9µM*	u

Reprinted from the part before: two compounds; new compounds follow.
SMILES	Peg3 imprint	IkB signaling	p53ts 39C tox	p53ts 32C tox
Cc1ccccc1NC(=O)c1ccc2c(c1)c(C)c(C)n2Cc1ccccc1	-11%[10.9 µM]	2.4%	-16%	0%
Cn1c(=O)c2cc(C(=O)NC3CCCCCC3)sc2c2ccccc21	-10%[10.9 µM]	0.7%	7.9µM*	u
O=C(NC1CCCCCC1)c1cc(S(=O)(=O)N2CCC3(CC2)OCCO3)ccc1F	-15%	2.1%	5%	-18%
O=C(CSc1ncc(-c2ccccc2)[nH]1)Nc1ccc(F)cc1F	-10%[10.9 µM]	u	-11%	-10%
CC(=O)N1c2ccccc2C(=O)C1N1CCN(c2cccc(C)c2C)CC1 (stereo unspecified)	-9%[10.9 µM]	u	-17%	6%
O=C(CCNS(=O)(=O)c1cccc2nsnc12)NC1CCN(Cc2ccccc2)CC1	-30%	1.8%	-6%	0%
CCn1cc(C(=O)NCCc2ccc(Cl)cc2)c(=O)c2cc(S(=O)(=O)N3CCOCC3)ccc21	11%[10.9 µM]	1.0%	2%	2%
CC(=O)NCc1c(I)c(NC(C)=O)c(I)c(C(=O)O)c1I	-23%	x	12%	2%
Cc1cccc(C(=O)Nc2cc(=O)n(C)c(=O)n2C)c1	-23%	0.9%	17%	10%
CCCC(=O)N1CCN(c2nc3c(OC)ccc(C)c3s2)CC1	-9%[10.9 µM]	-4.6%	-13%	-1%
CCOC(=O)c1[nH]c2cc(OC)c(OC)cc2c1NC(=O)c1ccc2c(c1)OCO2	x	x	7%	-2%
CCOC(=O)c1ccc(-c2c(C(=O)OCC)oc3cc(O)c(CC)cc3c2=O)o1	-21%	u	6%	16%
COc1ccccc1Nc1nc(N)nc(CSc2nnc(C)s2)n1	-12%	1.3%	6%	5%
CCN(Cc1ccccc1)Cc1c(O)ccc2c(=O)c(-c3ccc(Cl)cc3)c(C(F)(F)F)oc12	-1%[10.9 µM]	8.1%	2%	1%
COc1cc2ccccc2cc1-c1nnc(COc2ccccc2)o1	-5%	-4.6%	-13%	6%
CCCCc1c(C)nc2ccc(Br)cc2c1SCCC#N	x	x	-12%	-1%
COc1cccc(CN(CC(=O)NCC2CCCO2)C(=O)CCC(=O)Nc2cc(C)on2)c1 (stereo unspecified)	-10%	-1.4%	2%	8%
CCOc1ccc(C(=O)CSc2nnc(N)s2)cc1	-34%[inhibitor]	-1.7%	-16%	-25%
CCOC(=O)CSc1nc2cc3c(cc2c(=O)n1CCCCCC(=O)NCc1ccc(OC)cc1)OCO3	6%[10.9 µM]	-0.9%	-12%	8%
Cc1oc(C(C)(C)C)cc1C(=O)Nc1ccc2c(c1)OCCO2	-13%	u	-7%	-3%
Cc1ccc(S(=O)(=O)C2(C(=O)O)CCCC2)cc1C	-8%	0.5%	10%	9%
COc1ccc(Cc2nnc(SCc3c(C)noc3C)n2C2CCCCC2)cc1OC	-9%	u	-6%	-5%

Quoted from the listing.
`COc1cccc(CN(CC(=O)NCC2CCCO2)C(=O)CCC(=O)Nc2cc(C)on2)c1` (stereo unspecified) in p53ts 32C tox has 8%
`Cc1ccc(S(=O)(=O)C2(C(=O)O)CCCC2)cc1C` in p53ts 32C tox has 9%
`CCOC(=O)c1ccc(-c2c(C(=O)OCC)oc3cc(O)c(CC)cc3c2=O)o1` in Peg3 imprint has -21%
`Cc1cccc(C(=O)Nc2cc(=O)n(C)c(=O)n2C)c1` in p53ts 32C tox has 10%

The list goes on.
SMILES	Peg3 imprint	IkB signaling	p53ts 39C tox	p53ts 32C tox
CCC1=C(OC(=O)N(CC)CC)N2C(=O)OC(=NCCOC)[C@]2(Cc2ccccc2)[C@H]2C1=CC[C@H]1C(=O)N(CC(=O)OC)C(=O)[C@H]12	-13%	x	9%	9%
COc1ccc(-c2cc(C(F)(F)F)nc(NCc3ccccc3)n2)cc1	-1%[10.9 µM]	u	u	-6%
O=c1cnc2cnc(Oc3cccc(Cl)c3)nc2n1C[C@H]1CCCO1	-14%	0.1%[11.4 µM]	2%	14%
CCOC(=O)CNC(=O)CSc1nc2sc(C)c(C)c2c(=O)n1C	-8%	2.2%	7%	5%
CCn1cc(C(=O)NCC2COc3ccccc3O2)c2cc(OC)c(OC)cc2c1=O (stereo unspecified)	-11%	-1.0%	-3%	2%
CCOC(=O)c1c(C)[nH]c(C)c1S(=O)(=O)N1CCN(c2ccccc2OC)CC1	2%[10.9 µM]	-2.3%	-19%	7%
COC(=O)c1cnn(-c2ccc(C(=O)Nc3cccc(C(C)=O)c3)cc2)c1N	-12%[10.9 µM]	u	-1%	10%
CCOc1ccc(NC(=O)CSC2=Nc3ccccc3C3=NC(CC(=O)NCc4ccc5c(c4)OCO5)C(=O)N23)cc1 (stereo unspecified)	-16%[10.9 µM]	u	-18%	-6%
c1ccc(-c2cccc(N3CCCC4(CCNCC4)C3)c2)cc1	x	-2.4%[11.4 µM]	13µM*	-19%
COc1cc(OC)cc(-c2cc3nc(C)c(CCC(=O)NC(C)CCc4ccco4)c(C)n3n2)c1 (stereo unspecified)	-24%	u	-11%	-7%
COc1ccc(C(=O)CC2(O)C(=O)N(CCc3ccccc3)c3ccc(Br)cc32)cc1OC (stereo unspecified)	-2%[10.9 µM]	u	-13%	16%
Cc1ccc2[nH]c(=O)c(CN(Cc3cccs3)Cc3nnnn3Cc3ccccc3)cc2c1	-15%	u	13%	41%[activator]
Nc1c(-c2ccc(Cl)cc2)nnn1-c1ccccc1	-52%[inhibitor]	u	u	u
Cc1cccc(N2CCN(S(=O)(=O)c3ccc4oc(=O)c5ncn(C)c5c4c3)CC2)c1C	-10%[10.9 µM]	0.4%	-8%	11%
CC(C)C1NC2(C(=O)c3ccccc3C2=O)C2C(=O)N(c3ccc(F)cc3)C(=O)C12 (stereo unspecified)	x	x	-5%	-3%
COc1ccc(N2CCN(CCCNC(=O)Nc3ccccc3Cl)CC2)cc1	-5%[10.9 µM]	1.3%	-5%	-1%
COCCN1C(=O)c2oc3ccc(C)cc3c(=O)c2C1c1ccc(C(=O)OC)cc1 (stereo unspecified)	10%[10.9 µM]	0.3%	10%	7%
Cc1nnc(SCCCn2c(N3CCN(c4ccccc4)CC3)nc3c2c(=O)[nH]c(=O)n3C)s1	-13%	-0.2%	1%	-6%
COc1ccc(Nc2c(-c3ccco3)nc3cccc(C)n23)cc1	-7%[10.9 µM]	-3.2%	4%	11%
Cc1ccc(C(=O)CSc2ccccn2)cc1	-50%[inhibitor]	4.4%	-10%	-13%
CCOc1ccc(N(CC)C(=O)CCc2nc(-c3ccccc3F)no2)cc1	-8%[10.9 µM]	u	-18%	9%
Cc1cc(C)c2c(CN3CCN(C)CC3)cc(=O)oc2c1	-11%	0.9%	-4%	-7%
O=c1cc(-c2ccccc2)nc2n1Cc1ccccc1-2	-5%	-3.3%	2%	4%
COc1ccc(F)cc1CN1CCN(c2cc(C)nc3c4c(C)cc(C)nc4nn23)CC1	-22%	u	6%	-23%
O=C(Cn1nc(-c2ccc(Cl)cc2)ccc1=O)NCc1ccccc1Cl	-8%[10.9 µM]	u	-26%	-1%
CN(C(=O)c1ccc2c(c1)N(Cc1cccc(Cl)c1)C(=O)c1ccccc1S2(=O)=O)C1CCCCC1	-17%[10.9 µM]	u	8%	25%
CCOC(=O)C1CCN(C(=O)Cc2c(C(=O)O)[nH]c3ccccc23)CC1	-2%	5.1%	-7%	0%
O=C(CCc1nc(-c2ccccc2)no1)NCc1ccco1	-15%	-1.6%	4%	8%
CCOC(=O)c1cccc(NC(=O)Cn2ncc3c(=O)oc4ccccc4c32)c1	-11%[10.9 µM]	0.1%	29%	2%
Cc1cccc(CNC(=O)Cn2ccc3cc(S(=O)(=O)N4CCCCCC4)ccc32)c1	7%[10.9 µM]	u	-7%	-9%
CCOc1ccc(C(=O)Nc2cccc(NC(=O)c3ccc(C(C)(C)C)cc3)c2)cc1Br	-14%[10.9 µM]	5.6%	u	u
CCOCCCNC(=O)C1CCN(C(=O)Nc2ccc(Cl)cc2)CC1	-4%	0.7%	-4%	-6%
O=C(NCCN1CCc2ccccc2C1)C1CCN(S(=O)(=O)N2CCCCC2)CC1	-8%	1.8%	9%	-4%
COc1ccc2[nH]cc(CCNc3ncncc3-c3cccc(C#N)c3)c2c1	u	0.4%[11.4 µM]	-4%	-1%
CCOC(=O)N1CCC(NC(=O)CSCc2nc(-c3cccc(OC)c3)oc2C)CC1	-17%	4.5%	0%	-4%
Cc1cc(C)n(C(=O)CNc2ccc(C)c(C)c2)n1	x	x	26%	10%
O=C(CCS(=O)(=O)c1cccc2nonc12)Nc1cccc(F)c1	4%[10.9 µM]	-0.8%	22%	-1%
COCCCN1CC23C=CC(O2)C(C(=O)OC)C3C1=O (stereo unspecified)	7%	0.4%	7%	2%
Oc1c(C(c2ccccc2F)N2CCCCC2)sc2nc(-c3ccco3)nn12 (stereo unspecified)	15%[10.9 µM]	-1.8%	-8%	-6%
CCOc1ccc(Nc2oc(/C=C/c3cc(OC)c(OC)c(OC)c3)nc2C#N)cc1	-7%[10.9 µM]	u	-22%	8%
CC1(CC(=O)O)O[C@H]2CCCCC[C@H]2O1 (stereo partly specified) (tested in a mixture with another compound)	-7%[10.9 µM]	0.4%[11.4 µM]	9%[9.22 µM]	4%[9.22 µM]
COC(=O)c1ccc(S(=O)(=O)N(Cc2cc3cc4c(cc3[nH]c2=O)OCO4)C2CCCCC2)cc1	0%	1.0%	3%	1%

Of the compounds above, these have a tert-butyl group:
SMILES	Peg3 imprint	IkB signaling	p53ts 39C tox	p53ts 32C tox
CC(C)(C)CC(C)(C)c1ccc(OCCO)cc1	-14%	2.8%	4%	0%[1.84 µM]
Cc1oc(C(C)(C)C)cc1C(=O)Nc1ccc2c(c1)OCCO2	-13%	u	-7%	-3%
CCOc1ccc(C(=O)Nc2cccc(NC(=O)c3ccc(C(C)(C)C)cc3)c2)cc1Br	-14%[10.9 µM]	5.6%	u	u

Screening data: PubChem BioAssay, National Center for Advancing Translational Sciences (NCATS)
